# M1 ag parental = M1 agonist counterscreen hit in parental CHO-K1 cells; Fluo-8 calcium fluorescence; scaled to maximal ATP response, vehicle zero; activation, % at 3 µM; hit rate 0.48% among 360,000; AID 602248; in the data active = activation above about 15%;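 also: untransfected CHO-K1 host cells lacking M1 receptor as counterscreen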
# M1 antag = blocks human M1 muscarinic receptor; CHO-K1 hM1, Fluo-8 calcium fluorescence, ACh EC80 antagonist; hit rate 1.3% among 360,000; AID 588852; inhibition, % at 3 µM; P11229;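 active = percent inhibition above its own plate's cutoff, namely the mean of that plate's compound wells plus 3 SD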;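 also: peak over basal fluorescence ratio during 140 s after agonist addition; 0% = ACh EC80 plus DMSO and 100% = DMSO alone without agonist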
# Target sequence (P11229 whole entry, looked up): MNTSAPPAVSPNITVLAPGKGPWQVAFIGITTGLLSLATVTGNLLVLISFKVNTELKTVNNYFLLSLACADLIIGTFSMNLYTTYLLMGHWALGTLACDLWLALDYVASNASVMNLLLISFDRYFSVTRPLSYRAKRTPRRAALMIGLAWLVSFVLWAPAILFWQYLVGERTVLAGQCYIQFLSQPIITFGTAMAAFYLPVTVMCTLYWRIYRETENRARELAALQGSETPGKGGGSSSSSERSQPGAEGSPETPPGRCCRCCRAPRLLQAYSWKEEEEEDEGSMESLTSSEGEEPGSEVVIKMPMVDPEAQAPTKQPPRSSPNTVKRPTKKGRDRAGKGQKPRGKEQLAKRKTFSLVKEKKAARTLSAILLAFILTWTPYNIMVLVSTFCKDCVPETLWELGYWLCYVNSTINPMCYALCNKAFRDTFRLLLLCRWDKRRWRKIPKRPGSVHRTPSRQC
# CHO parental Ca = counter-screen for OX1R antagonists: effect in parental CHO cells. parental CHO-K1, ATP-induced calcium, Fluo-8 fluorescence. inhibition, % at 5.6 µM. hit rate 0.63% among 330,000;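 active = inhibition above that plate's mean sample inhibition plus 3 SD, cut at about 26% in these data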;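 also: 0% = ATP-challenged DMSO wells and 100% = DMSO wells without ATP; some compounds past the cut are filed as inactive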
#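 test system = CHO parental line | reagent = ATP stimulus | measured by = intracellular calcium via Fluo-8 no-wash fluorescent dye | control set = ATP and no-ATP DMSO wells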
# CHO-K1 Ca PAM = M1 PAM counterscreen hit in parental CHO-K1 cells; hit rate 0.02% among 360,000; activation, % at 3 µM; ATP EC20, Fluo-8 calcium fluorescence; 0% at ATP EC20, 100% at ATP max; AID 602247;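 active = activation above the run cutoff, the mean activation of all test compounds plus 3 SD, cut at about 40% in these data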;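 also: peak over basal fluorescence ratio in a 140 s read after ATP addition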
# M1 ag = human M1 muscarinic receptor agonism. P11229. CHO-K1 hM1, Fluo-8 calcium fluorescence, agonist mode; 0% DMSO, 100% acetylcholine EC100. hit rate 0.33% among 360,000. activation, % at 3 µM. AID 588814;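 active = activation above the run's mean compound activation plus 3 SD, cut at about 16% in these data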;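 also: peak over basal fluorescence ratio within a 140 s kinetic read after compound addition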
# CHO-K1 Ca antag = M1 antagonist counterscreen hit in parental CHO-K1 cells | ATP-induced calcium, Fluo-8 fluorescence | inhibition, % at 3 µM | hit rate 0.6% among 360,000;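 active = inhibition above a per-plate cutoff, the plate's mean sample inhibition plus 3 SD, cut at about 24% in these data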;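 also: 0% = DMSO plus EC80 ATP and 100% = DMSO alone without ATP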
# TAAR1 antagonist = human TAAR1 antagonism. hit rate 1.5% among 360,000. inhibition, % at 3 µM. CHO RD-HGA16 TAAR1, Fluo-8 calcium fluorescence, antagonist. Q96RJ0;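 active = inhibition above a per-plate cutoff, the mean inhibition of test compounds on that plate plus 3 SD, cut at about 49% in these data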;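 also: 0% = DMSO plus EC80 beta-PEA response and 100% = DMSO alone without agonist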
# Target sequence (Q96RJ0 whole entry, looked up): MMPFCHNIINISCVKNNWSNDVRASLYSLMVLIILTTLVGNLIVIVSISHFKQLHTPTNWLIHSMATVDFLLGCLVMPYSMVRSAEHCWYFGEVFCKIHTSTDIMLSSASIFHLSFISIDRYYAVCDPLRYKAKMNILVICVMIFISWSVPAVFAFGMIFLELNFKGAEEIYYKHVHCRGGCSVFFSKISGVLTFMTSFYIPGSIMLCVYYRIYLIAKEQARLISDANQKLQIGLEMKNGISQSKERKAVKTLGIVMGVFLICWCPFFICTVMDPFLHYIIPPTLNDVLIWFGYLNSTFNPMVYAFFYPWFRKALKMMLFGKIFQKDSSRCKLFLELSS
#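 Assay system: RD-HGA16 CHO cells with stable hTAAR1 and Gα16 / Reagent: EC80 β-phenethylamine stimulus / Doses: 3 µM, single point / Timing: dye loading 75 min at 37 °C, then 30 min room temperature / Measured by: Fluo-8 intracellular calcium dye fluorescence, real-time kinetic reads / Controls: vehicle wells and EC80 agonist wells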
# M1 PAM = potentiates human M1 receptor response to acetylcholine; P11229; CHO-K1 hM1, Fluo-8 calcium fluorescence, ACh EC20; 0% = ACh EC20, 100% = maximal ACh; activation, % at 3 µM; hit rate 0.088% among 360,000; in the data active = activation above about 19%, passing the limit was not always enough
# TAAR1 agonist = agonists of human TAAR1; Q96RJ0; CHO RD-HGA16 TAAR1, Fluo-8 calcium fluorescence; vehicle wells 0%, saturating PEA agonist 100%; activation, % at 3 µM; hit rate 0.99% among 360,000; AID 624467;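 active = activation above the mean activation of all test compounds in the run plus 3 SD, cut at about 38% in these data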
#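 System: CHO-derived RD-HGA16 cells with stable Gα16 and human TAAR1 / Times: 17-24 h plating, Fluo-8 75 min 37 °C, 30 min RT / Technique: calcium-sensitive Fluo-8 signal, excitation 470-495, emission 515-575 nm / Measure: % activation relative to PEA EC100 response / Benchmarks: DMSO and PEA EC100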
# * marks the source's active call; other numbers are inactive results; / = not tested or not shown.
1. Cc1cccc(C)c1NC(=O)NN(C(=O)c1ccccc1)C(C)(C)C
2. O=C(c1ccc(-n2cccn2)cc1)N1CCN(c2ncccc2C(F)(F)F)CC1
3. CCOC(=O)c1c(NC(=O)CSc2nnc(-c3c[nH]c4ccccc34)n2CCOC)sc2c1CCCCC2
4. O=C(CSc1nc2ccc([N+](=O)[O-])cc2[nH]1)c1ccc(Cl)cc1
5. O=c1c2ccccc2sc2ccc(NCCCN3CCOCC3)cc12

entry no.,1,2,3,4,5
M1 ag parental,0.9,6.8,0.2,6.7,6.7
M1 antag,-8,-2,-9,12,14
CHO parental Ca,-5,-12,-9,-15,9
CHO-K1 Ca PAM,22,-19,5,-5,1
M1 ag,-3,0,-4,-4,0
CHO-K1 Ca antag,-11,-10,-4,9,7
TAAR1 antagonist,-10,-36,-25,39,4
M1 PAM,8,0,4,-8,-6
TAAR1 agonist,0,1,-1,15,10

# 4 of the compounds above, bar-delimited.
item | SMILES | M1 ag parental | M1 antag | CHO parental Ca | CHO-K1 Ca PAM | M1 ag | CHO-K1 Ca antag | TAAR1 antagonist | M1 PAM | TAAR1 agonist
1 | Cc1cccc(C)c1NC(=O)NN(C(=O)c1ccccc1)C(C)(C)C | 0.9 | -8 | -5 | 22 | -3 | -11 | -10 | 8 | 0
2 | O=C(c1ccc(-n2cccn2)cc1)N1CCN(c2ncccc2C(F)(F)F)CC1 | 6.8 | -2 | -12 | -19 | 0 | -10 | -36 | 0 | 1
3 | CCOC(=O)c1c(NC(=O)CSc2nnc(-c3c[nH]c4ccccc34)n2CCOC)sc2c1CCCCC2 | 0.2 | -9 | -9 | 5 | -4 | -4 | -25 | 4 | -1
4 | O=C(CSc1nc2ccc([N+](=O)[O-])cc2[nH]1)c1ccc(Cl)cc1 | 6.7 | 12 | -15 | -5 | -4 | 9 | 39 | -8 | 15

# (more compounds)
6. CC(C)(C)c1ccc(CC(=O)N2CCC2(C)C(=O)NCCC#N)cc1 (stereo not given)
7. O=C1NN(c2ccccc2)C(=O)/C1=C/c1coc2ccccc2c1=O
8. CC1=CC(C)C(=O)N(CCN2CCOCC2)C(C)=C1 (stereo not given)
9. COc1cc2c(cc1OC)C(=O)N1[C@H]3c4cc(C)ccc4OC[C@@H]3[C@H](c3ccccc3)[C@]1(C)C(=O)N2
10. O=C(c1ccco1)N1CCN(C(c2ccc(Cl)cc2)c2nnnn2CC2CCCO2)CC1 (stereo not given)

entry no.,6,7,8,9,10
M1 ag parental,2.1,2.3,0.1,0.9,0.2
M1 antag,-10,-6,-5,12,-30
CHO parental Ca,/,-5,/,-12,-22
CHO-K1 Ca PAM,19,10,8,10,6
M1 ag,-1,-7,-5,-2,-1
CHO-K1 Ca antag,-7,1,-3,-4,-2
TAAR1 antagonist,-2,-18,3,15,7
M1 PAM,3,4,2,-8,-5
TAAR1 agonist,1,3,1,2,7

11. O=C(Nc1ccccc1F)C1CCCN(S(=O)(=O)c2ccc(-n3cnnn3)cc2)C1 (stereo not given)
12. Cc1ccccc1C(=O)NC1CCN(CC(=O)NCc2cccs2)CC1
13. CN(C(=O)CSc1ncccc1C(=O)O)c1ccccc1
14. COC(=O)C1NN=C(C(=O)c2ccc(Cl)cc2)C1c1ccc(OC)cc1 (stereo not given)
15. CN(C(=O)Cn1nc(C(=O)O)c2ccccc2c1=O)c1ccccc1

entry no.,11,12,13,14,15
M1 ag parental,0.2,1.3,0.1,2.9,1.1
M1 antag,0,-7,-6,10,-14
CHO parental Ca,5,-1,-1,-16,-15
CHO-K1 Ca PAM,-5,16,7,11,14
M1 ag,-5,-3,-5,-7,-2
CHO-K1 Ca antag,1,-14,-5,1,-19
TAAR1 antagonist,-17,2,-4,-2,-26
M1 PAM,4,8,6,-11,10
TAAR1 agonist,2,8,7,2,0

16. CCOC(=O)N1CCN(C(=O)CSc2nnc(Cn3c(=O)sc4ccccc43)n2C)CC1
17. O=C(COC(=O)CCN1C(=O)C2CC=CCC2C1=O)NCCc1ccc(F)cc1 (stereo not given)
18. COc1ccc(CNc2c(C(=O)O)cnc3c2cnn3C)cc1
19. CCOC(=O)c1nnn(-c2nonc2-n2cccc2)c1CCl
20. COC(=O)c1c(N)sc(C(=O)N2CCOCC2)c1C

entry no.,16,17,18,19,20
M1 ag parental,0.2,0.1,-0.4,-0.3,0.0
M1 antag,-2,7,-5,-6,-15
CHO parental Ca,-3,-22,-3,-7,2
CHO-K1 Ca PAM,15,-7,-6,-7,25
M1 ag,-6,-3,-3,-4,-2
CHO-K1 Ca antag,-6,15,5,18,-2
TAAR1 antagonist,-12,2,9,-14,0
M1 PAM,-2,-2,9,6,13
TAAR1 agonist,2,0,-2,8,-3

21. CCOc1ccc(C2/C(=C(\O)c3c(C)[nH]c(C(=O)OC)c3C)C(=O)C(=O)N2CCN(C)C)cc1 (stereo not given)
22. Cc1ccc(C)c(-n2c(-c3ccc4c(c3)OCO4)n[nH]c2=S)c1
23. CC1=C(C(=O)N2CCOCC2)CC(CC(=O)NC2CCCC2)C(=O)N1CCCN1CCCC1=O (stereo not given)
24. CCC(=O)Nc1nnc(S(=O)(=O)N(C)Cc2ccco2)s1
25. O=C(NCCCN1CCOCC1)c1c(F)cccc1F

entry no.,21,22,23,24,25
M1 ag parental,0.2,0.9,1.3,2.8,1.6
M1 antag,0,-9,-12,-12,1
CHO parental Ca,-4,-9,/,-7,-4
CHO-K1 Ca PAM,-1,16,9,14,21
M1 ag,2,-11,-4,0,-3
CHO-K1 Ca antag,-8,-19,-13,-12,-11
TAAR1 antagonist,/,-21,2,-10,-5
M1 PAM,6,9,6,12,6
TAAR1 agonist,/,10,3,2,14

26. Cc1cc(C(=O)CSc2nc3ccccc3[nH]2)c(C)n1CC1CCCO1 (stereo not given)
27. COc1cc(C(=S)N2CCCC2)cc(OC)c1OC
28. COc1ccc2cc(/C=N/O)c(Cl)nc2c1
29. N#Cc1nc(-c2ccc(Cl)cc2)oc1NCC1CCCO1 (stereo not given)
30. Fc1cccc(Cc2c(-c3ccco3)nc3c4ccccc4ccn23)c1

entry no.,26,27,28,29,30
M1 ag parental,20*,-0.5,1.2,0.7,1.1
M1 antag,76*,2,12,11,-23
CHO parental Ca,85*,8,-16,-12,/
CHO-K1 Ca PAM,-18,1,10,6,10
M1 ag,1,-1,-4,-2,-6
CHO-K1 Ca antag,58*,-3,-4,2,-19
TAAR1 antagonist,72*,4,-7,14,-18
M1 PAM,-34,6,-3,0,-5
TAAR1 agonist,32,2,1,0,7

# 3 entries already listed, sorted by their value in M1 PAM, low to high:
no.	Molecule	M1 antag	TAAR1 antagonist	M1 PAM	TAAR1 agonist
28	COc1ccc2cc(/C=N/O)c(Cl)nc2c1	12	-7	-3	1
29	N#Cc1nc(-c2ccc(Cl)cc2)oc1NCC1CCCO1 (stereo not given)	11	14	0	0
27	COc1cc(C(=S)N2CCCC2)cc(OC)c1OC	2	4	6	2

# (next part)
31. O=C(N/C(=C\c1ccc([N+](=O)[O-])cc1)C(=O)N1CCCCC1)c1ccccc1Br
32. Cc1nc(CS(=O)c2ccc(Cl)cc2)cc(N2CCOCC2)n1 (stereo not given)
33. COc1cccc(CNC(=O)CCNS(=O)(=O)c2ccc(Br)s2)c1
34. CC(NS(=O)(=O)c1cccc(C(=O)NCc2ccncc2)c1)c1ccccc1 (stereo not given)
35. COc1cc(Br)c(-c2sc(Nc3ccccc3)n[n+]2-c2ccccc2)cc1OC

entry no.,31,32,33,34,35
M1 ag parental,0.5,0.1,2.3,0.6,-0.2
M1 antag,3,-9,-16,1,-10
CHO parental Ca,-28,0,-6,-9,-23
CHO-K1 Ca PAM,18,18,19,-5,20
M1 ag,-7,-4,-1,-4,-5
CHO-K1 Ca antag,-2,-9,3,-13,-10
TAAR1 antagonist,17,8,-4,-13,-4
M1 PAM,4,7,17,3,7
TAAR1 agonist,2,7,1,2,4

36. CCOC(=O)c1cc(-c2ccc3c(c2)OCO3)nc2onc(C)c12
37. CNC(=O)C1CC(=O)N(Cc2ccc(OC)c(OC)c2)C(=Nc2ccc(OC)cc2)S1 (stereo not given)
38. O=C(NCc1ccc(F)cc1)C1CCCN(S(=O)(=O)c2cccc3nonc23)C1 (stereo not given)
39. O=C(/C=C/c1ccc([N+](=O)[O-])cc1)NCCN1C(=O)S/C(=C\c2ccc(F)cc2)C1=O
40. CCOC(=O)c1sc(NC(=O)C2=COCCO2)c(C#N)c1C

entry no.,36,37,38,39,40
M1 ag parental,0.0,0.4,1.5,0.7,-0.2
M1 antag,-8,16,-4,15,-3
CHO parental Ca,-9,-11,-11,-12,-6
CHO-K1 Ca PAM,7,17,0,4,-18
M1 ag,-2,-2,5,-5,-3
CHO-K1 Ca antag,2,-1,-8,13,9
TAAR1 antagonist,-15,-11,-16,-27,-7
M1 PAM,8,0,17,-6,4
TAAR1 agonist,7,7,0,4,0

41. C1CC1C(=NN=C(C1CC1)C1CC1)C1CC1
42. CCOP(=O)(OCC)C(NCc1ccccc1)c1ccc(Br)cc1 (stereo not given)
43. Nc1ncc(Br)cc1S(=O)(=O)Nc1ccccc1F
44. O=C(N/N=C/c1ccco1)c1cc(=O)[nH]c2ccccc12

entry no.,41,42,43,44
M1 ag parental,0.3,0.6,0.4,0.7
M1 antag,-3,-20,15,1
CHO parental Ca,/,-5,8,-19
CHO-K1 Ca PAM,7,22,-22,-12
M1 ag,-2,-4,-4,-11
CHO-K1 Ca antag,-10,-11,9,1
TAAR1 antagonist,5,-8,-1,14
M1 PAM,3,5,2,-3
TAAR1 agonist,-1,8,-1,15
